OX1R antag-1: blocks the human orexin 1 receptor | O43613 | OX1R-expressing cells, FRET antagonist read-out | inhibition, % at 6.6 µM | hit rate 1.8% among 330,000 | AID 485270; in the data active means inhibition mostly above about 38%, no sharp cut-off; inactive means mostly below about 40%;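 further: 0% = agonist challenge alone and 100% = reference antagonist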
Target sequence (O43613 whole entry, looked up): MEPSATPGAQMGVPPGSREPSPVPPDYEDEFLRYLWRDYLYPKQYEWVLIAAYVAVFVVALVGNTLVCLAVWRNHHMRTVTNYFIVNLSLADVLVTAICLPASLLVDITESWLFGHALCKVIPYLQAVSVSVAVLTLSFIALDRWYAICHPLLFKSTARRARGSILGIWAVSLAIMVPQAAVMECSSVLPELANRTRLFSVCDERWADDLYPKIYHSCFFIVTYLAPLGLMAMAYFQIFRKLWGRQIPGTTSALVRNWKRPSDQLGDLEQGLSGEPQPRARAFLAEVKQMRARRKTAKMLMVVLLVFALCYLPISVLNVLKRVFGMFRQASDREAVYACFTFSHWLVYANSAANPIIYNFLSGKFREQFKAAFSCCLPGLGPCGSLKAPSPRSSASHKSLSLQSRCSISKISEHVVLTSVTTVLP
OX1R antag-2: blocks the human orexin 1 receptor | O43613 | AID 434989 | inhibition, % at 5 µM | hit rate 0.43% among 330,000 | CHO/OX1R cells, Fluo-8 calcium fluorescence, orexin A;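 active means inhibition above its plate's threshold, mean inhibition of all tested compounds on the plate plus 3 SD, cut at about 37% in these data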;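 further: 0% = orexin A challenge wells and 100% = SB-334867-A antagonist wells; not every result past the cut was called active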
STK33 inh: inhibitors of human STK33 kinase; hit rate 0.073% among 320,000; purified STK33, MBP phosphorylation, ADP-Glo luminescence; inhibition, % at 10 µM; AID 2661;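 active means inhibition at or above 25%, using the most active replicate where run in duplicate; inactive means inhibition below 25%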
Target sequence (Q9BYT3 whole entry, looked up): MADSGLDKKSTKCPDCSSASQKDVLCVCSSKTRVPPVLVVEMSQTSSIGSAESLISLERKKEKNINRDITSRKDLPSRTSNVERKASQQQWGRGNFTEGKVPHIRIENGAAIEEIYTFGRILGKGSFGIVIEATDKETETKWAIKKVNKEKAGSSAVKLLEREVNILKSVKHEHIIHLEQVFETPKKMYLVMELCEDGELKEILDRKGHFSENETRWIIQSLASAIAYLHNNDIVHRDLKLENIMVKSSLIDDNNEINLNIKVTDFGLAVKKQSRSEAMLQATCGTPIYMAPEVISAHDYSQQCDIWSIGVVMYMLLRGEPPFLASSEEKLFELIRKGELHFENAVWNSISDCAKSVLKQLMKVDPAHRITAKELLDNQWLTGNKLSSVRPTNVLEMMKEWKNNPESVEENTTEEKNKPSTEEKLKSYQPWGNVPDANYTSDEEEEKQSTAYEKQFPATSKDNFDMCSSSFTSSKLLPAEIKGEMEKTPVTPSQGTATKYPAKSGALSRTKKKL
An asterisk follows results filed as active.

OX1R antag-1	OX1R antag-2	STK33 inh	canonical_smiles
10	-8	0.4	COc1ccc(CN2C(=NC(=O)c3ccccc3)SC3CS(=O)(=O)CC32)cc1 (stereo not drawn)
-1	-3	0.7	C/C=C\C=C/C(=O)Nc1cccc(C2=NOC3(C2)C[C@@H](C(N)=O)N(C(=O)CCCCC)C3)c1 (stereo partly drawn)
10	-10	0.3	O=C(Cn1nnc2ccccc21)OCC(=O)c1ccc(F)cc1
28	-19	-2.5	CCn1c(Cc2ccccc2)nnc1SCC(=O)Nc1nc2ccccc2s1
20	-2	3.1	O=C(CN1C(=O)NC2(CCCCC2)C1=O)Oc1ccc2c(C(F)(F)F)cc(=O)oc2c1
41	-38	-0.3	CC1CN(c2nc3ccccc3cc2-c2ccccc2)CC(C)O1 (stereo not drawn)
29	-7	-0.1	Cc1ncc([N+](=O)[O-])n1CC(=O)N/N=C/c1ccccc1F
11	-18	-0.9	CCCc1noc(-c2ccc(-c3ccccc3)cc2)n1
-4	4	1.7	Cc1ccc(C)c(NC2=C(Cl)C(=O)OC2OC(=O)c2ccco2)c1 (stereo not drawn)
22	-20	-0.5	C#CCOc1ccc(/C=N/NC(=O)c2cccnc2)cc1OCC
12	-26	-0.7	COc1ccc(-n2c(C)cc(C(=O)CSc3nn4c(=O)c(C(C)(C)C)nnc4s3)c2C)cc1
16	-21	-1.0	COc1cccc(N2C(=O)CN(Cc3ccccc3)C2=S)c1
4	-26	-1.4	O=C(NCc1ccc(Cl)cc1)C1CCCN(C(=O)c2ccc(Cl)cc2)C1 (stereo not drawn)
16	-26	-0.4	COc1ccc(C)cc1-n1c(C)cc(C=O)c1C
22	-3	0.3	Cc1ccc(O)c(NC(=O)c2ccc3c(c2)C(=O)N(Cc2cccnc2)C3=O)c1
10	-10	1.2	O=C(CO/N=C/c1ccccc1OC(F)F)NC1CCCCC1
43	-27	-1.6	Cc1ccc(C)c(NC(=O)C2C(c3ccccc3)C2(Cl)Cl)c1 (stereo not drawn)
-1	-8	0.5	CC(Cc1cccs1)NC(=O)c1cccs1 (stereo not drawn)
38	-9	-0.5	CC(=O)Nc1ccc(S(=O)(=O)NCCC(=O)Nc2ccc(C)c(F)c2)cc1
23	-29	-0.2	COCCn1c(SCC(=O)NC(C)c2ccc(F)cc2)nc2ccccc21 (stereo not drawn)
22	-38	-0.4	Oc1ccc(Cl)cc1C1=NNC(c2cc(Br)cc3c2OCOC3)C1 (stereo not drawn)
6	-49	-0.6	Cc1nn(Cc2ccccc2Cl)c2sc(C(=O)Nc3ccccc3N3CCOCC3)cc12
10	-11	-0.2	CC(C)CNC(=O)c1ccc2c(c1)C(=O)N(Cc1ccco1)C2=O
12	-31	-1.5	Cc1cc(C(=O)OCc2nc3ccccc3s2)c(C)o1
9	-19	-0.6	COc1ccc(C)cc1NC(=O)c1[nH]c(C)c(C(C)=O)c1C
2	-7	0.0	COCCNC(=O)Cn1c(=O)n(CCCC(=O)NCc2ccc3c(c2)OCO3)c(=O)c2sccc21
11	5	-0.2	COc1ccc(S(=O)(=O)Nc2cccc(N(C)S(C)(=O)=O)c2)cc1Br
7	-29	-1.0	CCOCCn1c(CN2CCC(Cc3ccccc3)CC2)nc2c1c(=O)n(C)c(=O)n2C
6	-2	-0.9	CCC(=O)N1CCN(c2ccc(NC(=O)COc3ccccc3Cl)cc2)CC1
0	-6	0.2	Clc1cccc(-c2nc(NCCCN3CCOCC3)c3ccccc3n2)c1

Taken from above:
CCC(=O)N1CCN(c2ccc(NC(=O)COc3ccccc3Cl)cc2)CC1 | OX1R antag-2: -2
COCCNC(=O)Cn1c(=O)n(CCCC(=O)NCc2ccc3c(c2)OCO3)c(=O)c2sccc21 | OX1R antag-2: -7

Next records
OX1R antag-1	OX1R antag-2	STK33 inh	canonical_smiles
23	-13	-1.4	O=C(N1CCOCC1)N1CCN(c2ccccc2)CC1
4	-33	-1.4	Cc1cc2oc(=O)cc(CN3CCN(Cc4ccccc4)CC3)c2cc1Cl
15	-5	0.4	O=c1cc(-c2ccccc2)oc2ccccc12
-1	-2	-0.8	Cc1ccccc1CSCC(=O)Nc1c(C)n(C)n(-c2ccccc2)c1=O
10	2	-0.2	CCCc1nc2ccccc2n1CCOC
24	-14	-1.4	COc1cc(NC(=O)c2ccccc2F)c(OC)cc1NC(=O)CN1CCCCC1
19	-5	-2.1	N/C(=N\OC(=O)CCc1ccccc1)c1ccc(Cl)cc1
20	-12	-0.2	COc1ccc(COC(=O)c2sc3nc4n(c(=O)c3c2C)CCC4)cc1
20	-27	-1.0	O=C(Nc1ccccc1)NC1CCCc2ccccc21 (stereo not drawn)
9	-11	-1.2	Cc1ccc(S(=O)(=O)NCCC(=O)Nc2ccc(S(=O)(=O)NC(C)C)cc2)cc1

13 structures from above, ordered by formula weight, falling.
OX1R antag-1	OX1R antag-2	STK33 inh	canonical_smiles
2	-7	0.0	COCCNC(=O)Cn1c(=O)n(CCCC(=O)NCc2ccc3c(c2)OCO3)c(=O)c2sccc21
11	5	-0.2	COc1ccc(S(=O)(=O)Nc2cccc(N(C)S(C)(=O)=O)c2)cc1Br
7	-29	-1.0	CCOCCn1c(CN2CCC(Cc3ccccc3)CC2)nc2c1c(=O)n(C)c(=O)n2C
24	-14	-1.4	COc1cc(NC(=O)c2ccccc2F)c(OC)cc1NC(=O)CN1CCCCC1
6	-2	-0.9	CCC(=O)N1CCN(c2ccc(NC(=O)COc3ccccc3Cl)cc2)CC1
4	-33	-1.4	Cc1cc2oc(=O)cc(CN3CCN(Cc4ccccc4)CC3)c2cc1Cl
-1	-2	-0.8	Cc1ccccc1CSCC(=O)Nc1c(C)n(C)n(-c2ccccc2)c1=O
20	-12	-0.2	COc1ccc(COC(=O)c2sc3nc4n(c(=O)c3c2C)CCC4)cc1
19	-5	-2.1	N/C(=N\OC(=O)CCc1ccccc1)c1ccc(Cl)cc1
9	-19	-0.6	COc1ccc(C)cc1NC(=O)c1[nH]c(C)c(C(C)=O)c1C
23	-13	-1.4	O=C(N1CCOCC1)N1CCN(c2ccccc2)CC1
20	-27	-1.0	O=C(Nc1ccccc1)NC1CCCc2ccccc21 (stereo not drawn)
15	-5	0.4	O=c1cc(-c2ccccc2)oc2ccccc12

The results go on:
OX1R antag-1	OX1R antag-2	STK33 inh	canonical_smiles
37	-21	0.2	Cc1nc2cc(C(F)(F)F)ccc2n1CCNc1nc(-c2cc(Cl)c(N)c(Cl)c2)cs1
7	-12	2.1	CCOc1ccc(NC(=O)C2CCCN(S(=O)(=O)c3ccc4c(c3)CC(C)N4C(C)=O)C2)cc1 (stereo not drawn)
5	-28	9.8	Cc1ccc2[nH]c3c(c2c1)CN(C(=O)CN1CCN(c2ccccn2)CC1)CC3
19	-15	0.3	O=C(CSc1nnc(Cc2ccccc2)o1)NCCc1ccccc1
10	2	1.3	C#CCOCCOCCOCCNc1nc(N2CCN(C(=O)[C@H]([C@@H](C)CC)n3cc([C@@H](N)Cc4ccc(O)cc4)nn3)CC2)nc(N2CCN(C(=O)[C@H](CCCCN)n3cc([C@@H](N)CC(C)C)nn3)CC2)n1
6	-27	3.6	CCC(=O)N1CCN(c2ccnc3cc(Cl)ccc23)CC1
13	-1	-0.4	Cc1ccccc1NC(=O)C1CCN(C(=O)NC2CCCCC2)CC1
28	-15	0.2	Cc1ccccc1SCCNC(=O)CCc1ccccc1
5	-13	-1.3	COc1ccc(-n2c(C)nnc2SCC(=O)N2CCOCC2)cc1
17	-33	0.0	Cc1ccc(NC(=S)NCC2CCN(C(C)c3ccccc3)C2)cc1C (stereo not drawn)
9	-12	-2.8	O=C(NNC1=C(C(=O)C(F)(F)F)CCC1)c1ccncc1
19	-2	-0.7	CCC(NC(=O)C1CCC1)c1ccc(C)cc1 (stereo not drawn)
0	-25	-0.2	COc1ccc(-c2noc(CCC(=O)N(C)c3cccc(C)c3)n2)cc1
33	-3	0.4	CN1CCN(CCNC(=O)Nc2ccc([N+](=O)[O-])cc2)CC1
38	-15	-1.3	COc1ccc(C(=O)N=c2sc3ccccc3n2C)cc1
9	-15	-1.5	CN(CC(=O)Nc1ccc(N2CCOCC2)cc1)Cc1c(O)ccc2ccccc12
8	-6	1.4	Cc1c(O)ccc(C(=O)CN2CCN(c3ccccc3)CC2)c1O
10	-11	-0.6	Cc1cccc(OCCNC(=O)c2ncn[nH]2)c1
5	-2	-1.3	CC1CCC(NC(=O)C2CCC(CNS(=O)(=O)c3cccc4nsnc34)CC2)CC1 (stereo not drawn)
7	-5	0.7	Cc1nnc(SCc2nnc(-c3ccccc3Br)o2)n1-c1ccccc1
-9	-21	-1.2	CCOc1ccccc1CNc1nc2ccccc2n1C
3	-24	-0.2	O=C(Cn1nnc(-c2ccc(CN3CCOCC3)cc2)n1)N1CCCc2ccccc21
24	-25	-1.1	CCOC(=O)C1(CCc2ccccc2)CCN(C(=O)c2occc2C)CC1
103*	27	4.0	O=C(C1CCCN(S(=O)(=O)c2cccc3nsnc23)C1)N1CCc2ccccc21 (stereo not drawn)
6	-20	-1.2	O=C(CSc1nnc(C2CC2)n1-c1ccccc1)NCCc1ccc(F)cc1
0	5	3.0	COc1ccc(C(=O)Nc2ccc(S(=O)(=O)NC(C)C)cc2)cc1
14	-10	-1.2	Cn1cc(CCNC(=O)CCc2nnc(CCCCc3ccccc3)o2)cn1
32	-12	-0.8	COc1cc(CN2CCc3ccccc3C2)cc([N+](=O)[O-])c1O
12	-26	-1.3	O=C(NCC(=O)N(c1cccnc1)C(C(=O)NC1CCCC1)c1ccc(F)cc1)c1ccco1 (stereo not drawn)
39	-24	-2.5	Cc1ccc(S(=O)(=O)N2[C@@H](c3ccc(Cl)cc3)C(C(=O)O)=CC[C@H]2c2cccs2)cc1
12	-12	-0.1	S=c1[nH]nc(Cc2noc3ccccc23)n1-c1ccc(Cl)cc1
-4	-19	0.4	Cc1cc(C)nc(NS(=O)(=O)c2ccc(NC(=O)CSc3nc(-c4ccccc4)c(C#N)c(=O)[nH]3)cc2)n1
4	-28	-0.8	Cc1ccc(C(=O)NCCc2csc(-c3cccnc3)n2)cc1
37	-33	2.5	CCCCN(CC)C(=O)c1cc2cc3ccc(OC)cc3nc2o1
33	-10	-1.7	N#Cc1c(SCC(=O)Nc2ccccc2C(F)(F)F)sc2c(O)cc(=O)[nH]c12
13	10	-0.4	Cc1c(C(c2cccc(O)c2)c2c(C)n(C)n(-c3ccccc3)c2=O)c(=O)n(-c2ccccc2)n1C
5	-35	1.7	CCCSc1nn2c(=O)c3ccccc3nc2s1
24	-20	-0.2	Cn1c2c(c(=O)n(C)c1=O)C(C(F)(F)F)(C(F)(F)F)N=C(c1ccccc1Cl)N2
15	-12	2.0	COC(=O)c1c(NC(=O)c2ccccc2)sc2c1CC(C)(C)OC2
2	-9	-0.4	O=C(Nc1nnc(-c2ccc(Cl)cc2)o1)C1CCCCC1
13	-1	-2.2	Cc1ccc(Nc2c3c(nc4ccccc24)CCC3)cc1
9	-11	-0.1	C[C@H]1CN(S(=O)(=O)c2c(F)cccc2F)CCN1S(=O)(=O)c1ccc2c(c1)OCCO2
-5	-19	-2.8	O=C(CSc1nc(-c2ccccc2)cs1)NCCCN1CCCC1=O
22	-13	-2.1	Cc1c(N2C(=O)c3ccc(F)cc3C2=O)c(=O)n(-c2ccccc2)n1C
5	-20	-1.6	Cn1ccsc1=NC(=O)c1cc(S(=O)(=O)N2CCOCC2)ccc1Cl
16	-27	-1.8	COc1ccc(C(=O)Nc2c(Cl)cc(Cl)cc2C(=O)NCCN2CCOCC2)cc1
17	-17	0.2	CCOCC(=O)N1CCN(c2cccc(Cl)c2)CC1
1	-16	-0.7	O=C(N/N=C/c1ccc(C(F)(F)F)cc1)c1ccncc1
14	1	-1.5	O=C(NCC(=O)N1CCCC(C(F)(F)F)C1)c1ccccc1F (stereo not drawn)
6	-7	-1.3	CCOc1ccc(S(=O)(=O)Nc2ccc(C(=O)NCc3ccncc3)cc2)cc1

Following part
OX1R antag-1	OX1R antag-2	STK33 inh	canonical_smiles
17	-19	3.8	Cc1ccc(S(=O)(=O)NCCNC(=O)c2ccccc2)cc1
8	-27	1.2	CCOC(=O)N1CCC(N2Cc3cccc(C(=O)Nc4ccc(S(=O)(=O)N(CC)CC)cc4)c3C2=O)CC1
4	-2	0.7	O=C1c2ccccc2C(=O)N1CCn1c(=O)oc2ccccc21
44	-18	-0.6	CCOC(=O)C1=Nc2ccccc2C1=[N+]=[N-]
9	-9	2.2	O=C(Nc1ccnn1C1CCN(C/C=C/c2ccccc2)CC1)c1ccccc1
26	-8	-0.8	CCOc1ccc(S(=O)(=O)NCCC(=O)Nc2ncccc2C)cc1
-11	-7	-1.6	COc1ccc(Nc2nc(NN)nc(Nc3ccc(OC)cc3)n2)cc1
24	6	1.2	CCN(CC)CCNC(=O)c1ccc(NC(=O)/C=C/c2cc(OC)c(OC)c(OC)c2)cc1
16	-34	-1.2	C[C@H](NC(=O)c1nc[nH]c1C(=O)N[C@@H](Cc1ccccc1)C(=O)OCc1ccccc1)C(=O)OC(C)(C)C
11	-32	-0.5	Cc1ccc(Nc2nc(-c3sc(C)nc3C)cs2)cc1
8	-22	0.1	CCCn1nc(C(=O)Oc2ccc3c(C)cc(=O)oc3c2)c2ccccc2c1=O
6	-16	0.1	CCOC(=O)C1CCCN(C(=O)Nc2cccc(Cl)c2)C1 (stereo not drawn)
-1	-22	-0.5	COc1ccc(/C=C2\SC(=S)N(CCC(=O)Nc3cccc(C(=O)O)c3)C2=O)cc1
7	-9	0.2	Cc1c(Cc2c(C)n(C)n(-c3ccccc3)c2=O)c(=O)n(-c2ccccc2)n1C
9	7	-0.1	CCOC(=O)CNC(=O)c1ccc2[nH]c3c(c2c1)CCCC3
22	5	-0.8	Cc1cc(C)nc(N(C#N)CCOc2ccccc2)n1

High-throughput results (PubChem BioAssay)
